VEEV TC-83 Vero = inhibitors of VEEV TC-83 cytopathic effect, confirmation, Vero cells (AID 588727); inhibition, % at 20 µM; hits with a dose series show IC50 in µM; 350,000 compounds, 0.13% hits; Vero cells, VEEV TC-83 cytopathic effect inhibition; higher % means a stronger effect; in the data active means a potency from the dose series; inconclusive means inhibition mostly from about 14% at the one dose, without a potency; inactive means the rest, 99 in 100 with inhibition below about 12%; further: strong numbers were not always called active
Salmonella PhoP GFP = PhoP regulon inhibitors, Salmonella typhi PhoP promoter GFP reporter, confirmatory (AID 1850). Salmonella Typhi PhoP-promoter GFP reporter, fluorescence, 4 h; higher % means a stronger effect. one-dose inhibition, % at 50 µM; IC50 in µM for titrated hits. 310,000 compounds, 0.33% hits; in the data active means a potency from the dose series; inconclusive means inhibition mostly from about 25% at the one dose, without a potency; inactive means the rest, 99 in 100 with inhibition below about 19%;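 further: 0% = induced wells with vehicle and 100% = uninduced wells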
influenza NS1A = H1N1 influenza NS1A inhibitors, functional cell based assay (AID 504329); 340,000 compounds, 0.3% hits; one-dose inhibition, % at 12.5 µM; IC50 in µM for titrated hits; NS1A functional cell-based assay, percent inhibition; higher % means a stronger effect; in the data active means a potency from the dose series; inconclusive means inhibition above about 27% without an active follow-up result; further: strong numbers were not always called active
H37Rv inhibition = M. tuberculosis growth inhibition, HTS (AID 449762) | M. tuberculosis H37Rv growth inhibition, 7H9 media; higher % means a stronger effect | inhibition, % at 25 µM; hits with a dose series show IC50 in µM | 330,000 compounds, 0.59% hits; in the data active means a potency from the dose series; inconclusive means inhibition above about 70% without an active follow-up result;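 further: bacterial growth assessed after seven days of incubation; strong numbers were not always called active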
M. tuberculosis = growth inhibition of non-replicating M. tuberculosis (AID 488890); 320,000 compounds, 0.39% hits; one-dose inhibition, % at 25 µM; IC50 in µM for titrated hits; Mycobacterium tuberculosis non-replicating, growth inhibition; higher % means a stronger effect; in the data active means a potency from the dose series; inconclusive means inhibition mostly from about 82% at the one dose, without a potency; inactive means the rest, 99 in 100 with inhibition below about 76%;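 further: plate controls were DMSO cells for no effect and high antibiotic wells for full effect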
VEEV TC-83 Vero 10K pilot screen = further read-out of VEEV TC-83 Vero, marked with its call; inhibition, %; measured here: 10K pilot screen inhibition
Numbers without * were called inactive.

O=C(Nc1ccccc1-c1ccccc1)c1cccc(C(F)(F)F)c1 was read as VEEV TC-83 Vero 1.4%, Salmonella PhoP GFP -6%, influenza NS1A 10%, H37Rv inhibition 5% and M. tuberculosis 5%.
c1ccc(COc2ncnc3c2ncn3CCCN2CCN(c3ccccn3)CC2)cc1 was read as VEEV TC-83 Vero inactive and influenza NS1A -5%.
Cc1ccc(S(=O)(=O)N2CCN(CC(=O)Nc3ccc([N+](=O)[O-])cc3)CC2)cc1C was read as VEEV TC-83 Vero 0.5%, Salmonella PhoP GFP 6%, influenza NS1A 28%, H37Rv inhibition 6% and M. tuberculosis 11%.
Screening O=C(CSc1n[nH]c(=O)[nH]c1=O)c1cccc([N+](=O)[O-])c1 returned VEEV TC-83 Vero 0.3%, Salmonella PhoP GFP -1%, influenza NS1A 15%, H37Rv inhibition -9% and M. tuberculosis 5%.
Screening Cc1ccc(S(=O)(=O)N(CC(=O)NCCSC2CCCCC2)c2ccccc2F)cc1 returned VEEV TC-83 Vero 0.9%, Salmonella PhoP GFP -4%, influenza NS1A 3%, H37Rv inhibition -1% and M. tuberculosis -6%.
Screening C[C@H](CO)N1C[C@H](C)[C@@H](CN(C)Cc2ccncc2)Oc2c(NC(=O)c3ccncc3)cccc2C1=O returned VEEV TC-83 Vero 0.8%, influenza NS1A 10%, H37Rv inhibition -1% and M. tuberculosis -8%.
`Cc1ccc2cc(/C=N/Nc3ccc(C(=O)O)cc3)c(Cl)nc2c1` gave VEEV TC-83 Vero 8.0%, Salmonella PhoP GFP 0%, influenza NS1A 8%, H37Rv inhibition 20% and M. tuberculosis 3%.
`CCOC(=O)c1cn(C2CC2)c2c(F)c(NCCCN(C)C)c(F)cc2c1=O` gave VEEV TC-83 Vero 1.6%, Salmonella PhoP GFP 5%, influenza NS1A -6%, H37Rv inhibition -9% and M. tuberculosis 0%.
CC(=O)c1cn(CC(=O)Nc2c(C)cccc2C)c2ccccc12 was read as VEEV TC-83 Vero inactive, Salmonella PhoP GFP -17%, influenza NS1A -3%, H37Rv inhibition -1% and M. tuberculosis 3%.
For Cn1c(C2CC(=O)N(Cc3ccccc3)C2)nc2ccccc21 (stereo not given) the results were VEEV TC-83 Vero inactive, Salmonella PhoP GFP -8%, influenza NS1A 0%, H37Rv inhibition -7%, M. tuberculosis -16% and VEEV TC-83 Vero 10K pilot screen 0.1.
`COc1ccc(CCN(C(=O)c2cccc(F)c2)C2CC(=O)N(c3ccc(OC)cc3)C2=O)cc1` (stereo not given) gave VEEV TC-83 Vero 2.2%, Salmonella PhoP GFP 0%, influenza NS1A 0%, H37Rv inhibition 2% and M. tuberculosis -8%.
Screening CCCC(C)c1nnc(NC(=O)C(=O)OCC)s1 (stereo not given) returned VEEV TC-83 Vero 0.9%, Salmonella PhoP GFP 3%, influenza NS1A 2%, H37Rv inhibition -4% and M. tuberculosis 28%.
Screening CN(C)/C=N/c1cc(=O)[nH]c(=O)n1CC1CC1 returned VEEV TC-83 Vero 0.6%, Salmonella PhoP GFP -3%, influenza NS1A 5% and H37Rv inhibition 2%.
Screening Cc1cc(C)cc(OCC(=O)N2CCc3ccccc3C2)c1 returned VEEV TC-83 Vero 1.4%, Salmonella PhoP GFP 4%, influenza NS1A 1%, H37Rv inhibition 0% and M. tuberculosis 65%.
S=c1[nH]nc(-c2ccncc2)n1CC1CCCO1 (stereo not given) was read as VEEV TC-83 Vero inactive, Salmonella PhoP GFP -6%, influenza NS1A -14%, H37Rv inhibition 1% and M. tuberculosis 5%.
`CCNC(=O)N1CCNC(=O)C1CC(=O)Nc1ccc(C(=O)OCC)cc1` (stereo not given) gave VEEV TC-83 Vero 1.1%, Salmonella PhoP GFP 3%, influenza NS1A -9%, H37Rv inhibition 3% and M. tuberculosis 10%.
`Cc1ccc(N2CC(C(=O)N/N=C/c3sccc3C)CC2=O)cc1` (stereo not given) gave VEEV TC-83 Vero 0.3%, Salmonella PhoP GFP 0%, influenza NS1A -2%, H37Rv inhibition -8% and M. tuberculosis 6%.
For CC(C)(C)c1ccc(OC(=O)CN2C(=O)C3C4CCC(C4)C3C2=O)cc1 (stereo not given) the results were VEEV TC-83 Vero inactive, Salmonella PhoP GFP -10%, influenza NS1A 0%, H37Rv inhibition 4% and M. tuberculosis 74%.
`O=c1cc2oc3cc(O)c(O)cc3c(-c3ccccc3O)c-2cc1O` gave VEEV TC-83 Vero inactive and influenza NS1A 5%.
Nn1c(SCC(=O)NCCc2ccc(F)cc2)nnc1C1CCCCC1 was read as VEEV TC-83 Vero 1.8%, influenza NS1A -11%, H37Rv inhibition -6% and M. tuberculosis 8%.
For COc1cc(C(C)=O)ccc1Oc1cc(NN2CCCCC2)c([N+](=O)[O-])cc1[N+](=O)[O-] the results were VEEV TC-83 Vero 0.7%, Salmonella PhoP GFP -10%, influenza NS1A 20%, H37Rv inhibition 0% and M. tuberculosis -17%.
COc1cccc(-c2nnc3sc(-c4cccs4)nn23)c1 was read as VEEV TC-83 Vero 6.0%, Salmonella PhoP GFP -9%, influenza NS1A 2%, H37Rv inhibition -4% and M. tuberculosis 7%.
Screening Cc1ccnc(NC(=O)c2ccc(Br)s2)c1 returned VEEV TC-83 Vero 0.7%, Salmonella PhoP GFP 1%, influenza NS1A -33%, H37Rv inhibition inconclusive and M. tuberculosis inconclusive.
Screening O=C(N/N=C/c1ccccn1)c1cc(-c2ccccc2)nc2ccccc12 returned VEEV TC-83 Vero 8.8%, Salmonella PhoP GFP -4%, H37Rv inhibition 1% and M. tuberculosis inconclusive.
For CC1CCN(C(=O)c2ccc(Br)c(S(=O)(=O)N3CCOCC3)c2)CC1 the results were VEEV TC-83 Vero 0.3%, Salmonella PhoP GFP 2%, influenza NS1A 9%, H37Rv inhibition 0% and M. tuberculosis -20%.
Screening NS(=O)(=O)c1ccc(CNC(=O)Cc2ccc(S(=O)(=O)N3CCOCC3)s2)cc1 returned VEEV TC-83 Vero 2.9%, Salmonella PhoP GFP -6%, influenza NS1A -1%, H37Rv inhibition -3% and M. tuberculosis 11%.
Cc1ccc(Cl)cc1N1CCN(C(=O)CCCn2c(=O)c3cccn3c3cccnc32)CC1 was read as VEEV TC-83 Vero 2.5%, Salmonella PhoP GFP 8%, influenza NS1A 12%, H37Rv inhibition 9% and M. tuberculosis 21%.
Screening Cc1ccc(NC(=O)NN(C)c2c(Cl)c(Cl)nn2C)cc1 returned VEEV TC-83 Vero 1.1%, Salmonella PhoP GFP -4%, influenza NS1A -1%, H37Rv inhibition -4% and M. tuberculosis 13%.
`CS(=O)(=O)N(CC(=O)N1CCOCC1)c1ccccc1` gave VEEV TC-83 Vero inactive, Salmonella PhoP GFP -5%, influenza NS1A -7%, H37Rv inhibition 4% and M. tuberculosis 0%.
Screening CCOc1cc(/C=C2\NC(=S)N(C)C2=O)ccc1OCc1ccc(C(=O)O)cc1 returned VEEV TC-83 Vero 2.2%, Salmonella PhoP GFP 2%, influenza NS1A 1%, H37Rv inhibition 20% and M. tuberculosis 10%.
`COc1ccc(N2CCOCC2)c(NC(=O)c2cccc3ccccc23)c1` gave VEEV TC-83 Vero 3.8%, Salmonella PhoP GFP 3%, influenza NS1A -1%, H37Rv inhibition 12% and M. tuberculosis 7%.
`O=C(c1ccccc1[N+](=O)[O-])N1CCc2ccccc2C1` gave VEEV TC-83 Vero 1.4%, Salmonella PhoP GFP -11%, influenza NS1A -11% and H37Rv inhibition -1%.
`O=c1[nH]c2ccc(NC(=S)NCc3ccccc3)cc2[nH]1` gave VEEV TC-83 Vero 0.2%, Salmonella PhoP GFP 3%, influenza NS1A 14%, H37Rv inhibition -10% and M. tuberculosis 7%.
For COc1cccc(NC(=O)CN(C)C(=O)c2ccc(COc3ccccc3)o2)c1 the results were VEEV TC-83 Vero 1.4%, influenza NS1A 4%, H37Rv inhibition 9% and M. tuberculosis 8%.
Cc1ccc(S(=O)(=O)N(C)C[C@H]2Oc3ccc(NC(=O)Nc4c(C)noc4C)cc3CC(=O)N([C@@H](C)CO)C[C@@H]2C)cc1 was read as VEEV TC-83 Vero 7.9%, influenza NS1A -5%, H37Rv inhibition 6% and M. tuberculosis 16%.
`CN(CC(=O)Nc1ccccc1C(F)(F)F)C(=O)c1cccc(-n2cccc2)c1` gave VEEV TC-83 Vero 8.2%, Salmonella PhoP GFP 6%, influenza NS1A 1%, H37Rv inhibition -7% and M. tuberculosis 25%.
Cc1ccc2c(c1)nc(NCCO)n2C was read as VEEV TC-83 Vero 3.0%, Salmonella PhoP GFP 12%, influenza NS1A 4%, H37Rv inhibition 3% and M. tuberculosis -4%.
Screening F[B-](F)(F)c1cncc2ccccc12 returned VEEV TC-83 Vero 0.3% and influenza NS1A -13%.
CCn1cnc2c1c(=O)n(CC(=O)Nc1cc(C)on1)c(=O)n2Cc1ccccc1 was read as VEEV TC-83 Vero 3.7%, Salmonella PhoP GFP 2%, influenza NS1A 1%, H37Rv inhibition -2% and M. tuberculosis 3%.
Screening CC(=O)Nc1ccc(S(=O)(=O)Nc2ccc(-c3ccc4nnc(C)n4n3)cc2)cc1 returned VEEV TC-83 Vero 0.1%, Salmonella PhoP GFP -2%, influenza NS1A 7%, H37Rv inhibition 6% and M. tuberculosis 63%.

Not a retest: entries from further up.
Screening Cc1ccc(NC(=O)NN(C)c2c(Cl)c(Cl)nn2C)cc1 returned VEEV TC-83 Vero 1.1%, Salmonella PhoP GFP -4%, influenza NS1A -1%, H37Rv inhibition -4% and M. tuberculosis 13%.
`CS(=O)(=O)N(CC(=O)N1CCOCC1)c1ccccc1` gave VEEV TC-83 Vero inactive, Salmonella PhoP GFP -5%, influenza NS1A -7%, H37Rv inhibition 4% and M. tuberculosis 0%.
Screening CCOc1cc(/C=C2\NC(=S)N(C)C2=O)ccc1OCc1ccc(C(=O)O)cc1 returned VEEV TC-83 Vero 2.2%, Salmonella PhoP GFP 2%, influenza NS1A 1%, H37Rv inhibition 20% and M. tuberculosis 10%.
`COc1ccc(N2CCOCC2)c(NC(=O)c2cccc3ccccc23)c1` gave VEEV TC-83 Vero 3.8%, Salmonella PhoP GFP 3%, influenza NS1A -1%, H37Rv inhibition 12% and M. tuberculosis 7%.
`O=C(c1ccccc1[N+](=O)[O-])N1CCc2ccccc2C1` gave VEEV TC-83 Vero 1.4%, Salmonella PhoP GFP -11%, influenza NS1A -11% and H37Rv inhibition -1%.
`O=c1[nH]c2ccc(NC(=S)NCc3ccccc3)cc2[nH]1` gave VEEV TC-83 Vero 0.2%, Salmonella PhoP GFP 3%, influenza NS1A 14%, H37Rv inhibition -10% and M. tuberculosis 7%.
For COc1cccc(NC(=O)CN(C)C(=O)c2ccc(COc3ccccc3)o2)c1 the results were VEEV TC-83 Vero 1.4%, influenza NS1A 4%, H37Rv inhibition 9% and M. tuberculosis 8%.

(listing goes on)
`Cc1cc(C)c2c3c(cn2n1)c(=O)n(C)c(=O)n3C` gave VEEV TC-83 Vero 0.8%, Salmonella PhoP GFP -11%, influenza NS1A -4% and H37Rv inhibition -13%.
COc1ccc2[nH]c(C)c(CCNC(=S)Nc3ccccc3OC)c2c1 was read as VEEV TC-83 Vero 1.2%, Salmonella PhoP GFP -6%, influenza NS1A 10%, H37Rv inhibition 1% and M. tuberculosis 7%.
`CCOC(=O)c1nn(-c2ccc(Cl)cc2)c2nnc(Cc3ccc(C)cc3)c(=O)n12` gave VEEV TC-83 Vero 0.9%, Salmonella PhoP GFP -2%, influenza NS1A -7%, H37Rv inhibition 1% and M. tuberculosis -12%.
For CNC(=S)N=Nc1c(O)[nH]c2ccccc12 the results were VEEV TC-83 Vero 1.4%, Salmonella PhoP GFP -8%, influenza NS1A 6%, H37Rv inhibition -1% and M. tuberculosis 15%.
Screening Cc1[nH]ncc1N=Cc1ccc([N+](=O)[O-])cc1 returned VEEV TC-83 Vero inactive, Salmonella PhoP GFP -4%, influenza NS1A -12%, H37Rv inhibition 1% and M. tuberculosis 21%.
Screening COc1cc2c(cc1OC)C(C(=O)N1CCN(c3ccccn3)CC1)C(c1cccs1)N(C)C2=O (stereo not given) returned VEEV TC-83 Vero 0.7%, Salmonella PhoP GFP -1%, influenza NS1A 1%, H37Rv inhibition 0% and M. tuberculosis 3%.
CC(=O)Nc1ccc(C=NNC(=O)CCCC(=O)NN=Cc2ccc(NC(C)=O)cc2)cc1 was read as VEEV TC-83 Vero 0.4% and influenza NS1A -4%.
Screening O=C(CCC1CCCCC1)NCc1cccnc1 returned VEEV TC-83 Vero 1.7%, Salmonella PhoP GFP -8%, influenza NS1A -6%, H37Rv inhibition 2% and M. tuberculosis 76%.

Screening results from PubChem.
